Compound activity (PubChem BioAssay)
N-glyco inh: blocks N-linked glycosylation in D54 reporter cells. reporter increase, % at 12.5 µM. D54 ERlucT glycosylation luciferase reporter, 24 h; percent of 100 nM tunicamycin response. 360,000 compounds, 0.23% hits;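 active = mean luciferase reporter signal, scaled so untreated is 0 and the glycosylation-blocking control 100, at or above a set limit in every replicate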;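 note: luciferase carries N-glycosylation sites so blocking glycosylation raises the light; 0% = median of neutral control wells and 100% = median of 100 nM tunicamycin wells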
MC4R antag cAMP: human MC4R antagonism in cAMP assay; P32245; MC4R-expressing cells, MTII-stimulated cAMP, LANCE TR-FRET; inhibition, % at 6.5 µM; 360,000 compounds, 0.48% hits;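 active = inhibition above its plate's cutoff, the mean of tested wells on that plate plus 3 SD, cut at about 29% in these data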;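 note: 0% = Melanotan II alone and 100% = Melanotan II plus saturating MCL0020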
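System: U2OS-MC4R stable cell line; Technique: Eu-cAMP/anti-cAMP TR-FRET, emission 671 nm; Repeats: single well per compound; Also added: Melanotan II; Dosing: one concentration, 6.5 µM nominal; Schedule: 30-min compound, 1-h challenge, 1-h detection, room temperature.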
Vif imaging: inhibitors of HIV Vif; 340,000 compounds, 0.35% hits; HEK293T cells, Vif self-association by quenched fluorescence, imaging, 24 h; inhibition, % at 7.49 µM; in the data active = inhibition above about 50%, passing the limit was not always enough; note: some results filed as inactive read as strong as hits
ABCB6 inh 2: inhibitors of human ABC transporter ABCB6; Q9NP58; K562-ABCB6 porphyrin accumulation, flow cytometry, 1 h; hits give low values; fluorescence ratio to DMSO, % at 10 µM; 360,000 compounds, 0.19% hits;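 active = fluorescence ratio to DMSO below 75%, the collection mean minus 3 SD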;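 note: signal is porphyrin accumulated inside mitochondria; 100% equals median channel fluorescence of DMSO control wells; lower ratio means ABCB6 inhibition with less porphyrin fluorescence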
Target sequence (Q9NP58 whole entry, looked up): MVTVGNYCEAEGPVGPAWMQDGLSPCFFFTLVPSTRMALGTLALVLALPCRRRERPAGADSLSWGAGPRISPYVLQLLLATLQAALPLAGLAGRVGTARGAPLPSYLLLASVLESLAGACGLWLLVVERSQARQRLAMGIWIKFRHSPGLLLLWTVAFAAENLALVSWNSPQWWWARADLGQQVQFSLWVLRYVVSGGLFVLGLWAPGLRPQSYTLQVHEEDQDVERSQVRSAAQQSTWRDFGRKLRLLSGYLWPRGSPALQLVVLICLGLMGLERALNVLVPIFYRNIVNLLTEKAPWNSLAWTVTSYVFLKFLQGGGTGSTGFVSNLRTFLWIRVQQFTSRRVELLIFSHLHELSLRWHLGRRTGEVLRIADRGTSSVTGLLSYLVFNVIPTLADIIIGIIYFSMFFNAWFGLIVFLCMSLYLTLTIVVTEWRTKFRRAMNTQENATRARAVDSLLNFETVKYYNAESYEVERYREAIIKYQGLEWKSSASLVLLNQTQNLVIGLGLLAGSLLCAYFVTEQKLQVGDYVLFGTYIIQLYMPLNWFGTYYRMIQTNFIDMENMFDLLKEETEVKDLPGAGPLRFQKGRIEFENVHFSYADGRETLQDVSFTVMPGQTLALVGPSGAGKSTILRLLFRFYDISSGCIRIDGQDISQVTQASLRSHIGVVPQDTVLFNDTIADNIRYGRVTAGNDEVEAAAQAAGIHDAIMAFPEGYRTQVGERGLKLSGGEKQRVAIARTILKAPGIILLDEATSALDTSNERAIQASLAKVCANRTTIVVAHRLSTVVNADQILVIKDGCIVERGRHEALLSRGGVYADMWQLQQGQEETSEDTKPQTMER
H9c2 protect: protects H9c2 cardiomyocytes from peroxide injury. H2O2 injury protection, ATPLite, 2 h. protection from H2O2 cell death, % at 20 µM. 360,000 compounds, 0.63% hits. AID 588492;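 active = compounds giving at least 50% protection of heart cells from peroxide-induced death in the single-dose screen, raw or plate-pattern-corrected value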;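 note: 0% = DMSO wells with peroxide and 100% = DMSO wells without peroxide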
PDI inh: PDI (human) enzyme inhibition. PDI insulin aggregation turbidity, A650, 90 min. AID 588391. P07237. 350,000 compounds, 0.052% hits. inhibition, % at 10 µM;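 active = mean inhibition across replicates of 30% or more, whatever share of single replicates reach that level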;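 note: absorbance from insulin aggregation driven by PDI reduction with DTT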
aDG glyco act: increases alpha dystroglycan glycosylation. activation, % at 10 µM. 360,000 compounds, 0.22% hits. Pro5-aDG cells, alpha-DG glycosylation AlphaScreen (IIH6); 0% Pro5, 100% B10-LARGE cell signal. AID 624168;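 active = activation of at least 8% versus controls, or a plate z-score of at least 8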;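 note: Pro5 are CHO cells carrying HIG-tagged alpha-DG that lacks glycosylation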
CaV13 ICDI inh: Primary screen for inhibitors of IQ motif and Ca2+-dependent inactivation inhibitor domain binding in CACNA1D, Förster resonance energy transfer in living cells, …. HEK cells, CFP/YFP FRET ICDI-IQ, plate reader, 10 min; percent FRET-ratio fall versus neutral wells. inhibition, % at 12.3 µM. 340,000 compounds, 0.098% hits. AID 743397;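 active = mean replicate inhibition of at least 30% and at least 1% of replicates passing that level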;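 note: 0% = median of the neutral control wells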
MC4R ag barr: human MC4R agonism via beta-arrestin. activation, % at 8.9 µM. U2OS MC4R beta-arrestin complementation, luminescence; percent of melanotan II response, DMSO zero. AID 540308. P32245. 360,000 compounds, 0.98% hits;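 active = activation above a per-plate cutoff, the mean activation of sample wells on that plate plus 3 SD, cut at about 8% in these data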
m5-HT2A agonist: mouse HTR2A agonism via beta-arrestin recruitment; P35363; CHO-K1 mHTR2A beta-arrestin complementation, luminescence; percent of 30 µM serotonin response; activation, % at 7.6 µM; 360,000 compounds, 0.66% hits; AID 624169;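 active = activation above a run cutoff, the mean activation of all tested compounds plus 3 SD, cut at about 14% in these data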;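 note: 0% = plate median of compound wells and 100% = 30 µM serotonin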
An asterisk follows results filed as active; i = inactive; . = no result given.

Start of the data: the first 7 records as a preview:
# | canonical_smiles | N-glyco inh | MC4R antag cAMP | Vif imaging | ABCB6 inh 2 | H9c2 protect | PDI inh | aDG glyco act | CaV13 ICDI inh | MC4R ag barr | m5-HT2A agonist
1 | Cc1ccc(C)c(S(=O)(=O)N2CCN(c3ncccn3)CC2)c1 | 2 | 6 | 4 | 109 | -12 | -2 | -0.1 | -4 | -2.5 | 0
2 | N#Cc1cc(-c2ccc(Cl)cc2)cnc1Sc1ccc(F)cc1 | -2 | 1 | 4 | 93 | -8 | 7 | -0.1 | -7 | 18* | 7
3 | O=c1o[nH]c(-c2ccccc2)c1N=Nc1c(F)cccc1Cl | 2 | 7 | -9 | 97 | -14 | -2 | 0.1 | -19 | -1.1 | 6
4 | O=C(NCc1ccc2c(c1)OCO2)C1CCN(S(=O)(=O)c2cccc3nsnc23)CC1 | -1 | -5 | -20 | 103 | 2 | -1 | 0.1 | -5 | -0.5 | -1
5 | COc1ccccc1N(C)S(=O)(=O)c1ccc(Cl)c(C(=O)N2CCC(C(N)=O)CC2)c1 | -1 | 4 | -28 | 90 | 8 | 7 | 0.0 | -5 | -3.5 | -2
6 | CC(OC(=O)Cc1c[nH]c2ccccc12)C(=O)Nc1ccccc1[N+](=O)[O-] (stereo not drawn) | 0 | -3 | 1 | 100 | -1 | -8 | 0.8 | -6 | -3.1 | 0
7 | CCN(CC(=O)Nc1ccc2c(c1)OCCO2)C(=O)CCOc1ccccc1 | 0 | -1 | 22 | 92 | -5 | 6 | 0.1 | -2 | -0.3 | -3

All compounds of this part (from the top)
# | canonical_smiles | N-glyco inh | MC4R antag cAMP | Vif imaging | ABCB6 inh 2 | H9c2 protect | PDI inh | aDG glyco act | CaV13 ICDI inh | MC4R ag barr | m5-HT2A agonist
1 | Cc1ccc(C)c(S(=O)(=O)N2CCN(c3ncccn3)CC2)c1 | 2 | 6 | 4 | 109 | -12 | -2 | -0.1 | -4 | -2.5 | 0
2 | N#Cc1cc(-c2ccc(Cl)cc2)cnc1Sc1ccc(F)cc1 | -2 | 1 | 4 | 93 | -8 | 7 | -0.1 | -7 | 18* | 7
3 | O=c1o[nH]c(-c2ccccc2)c1N=Nc1c(F)cccc1Cl | 2 | 7 | -9 | 97 | -14 | -2 | 0.1 | -19 | -1.1 | 6
4 | O=C(NCc1ccc2c(c1)OCO2)C1CCN(S(=O)(=O)c2cccc3nsnc23)CC1 | -1 | -5 | -20 | 103 | 2 | -1 | 0.1 | -5 | -0.5 | -1
5 | COc1ccccc1N(C)S(=O)(=O)c1ccc(Cl)c(C(=O)N2CCC(C(N)=O)CC2)c1 | -1 | 4 | -28 | 90 | 8 | 7 | 0.0 | -5 | -3.5 | -2
6 | CC(OC(=O)Cc1c[nH]c2ccccc12)C(=O)Nc1ccccc1[N+](=O)[O-] (stereo not drawn) | 0 | -3 | 1 | 100 | -1 | -8 | 0.8 | -6 | -3.1 | 0
7 | CCN(CC(=O)Nc1ccc2c(c1)OCCO2)C(=O)CCOc1ccccc1 | 0 | -1 | 22 | 92 | -5 | 6 | 0.1 | -2 | -0.3 | -3
8 | CCc1nc2ccc(C(=O)Nc3cccc(NS(C)(=O)=O)c3)cn2c1N(C=O)CCC(C)C | 2 | 2 | 4 | i | 17 | 1 | -0.3 | -5 | -0.1 | 1
9 | Cc1onc(-c2ccccc2)c1C(=O)Nc1nc2c(s1)CCCC2 | -6 | 5 | -9 | 94 | -2 | 0 | 0.1 | -4 | -2.4 | -1
10 | COc1ccc(-c2nnn(Cc3nc(N)nc(N4CCCCC4)n3)n2)cc1 | 1 | 12 | -14 | 90 | -2 | 1 | 0.0 | . | -0.4 | 7
11 | C[C@]12c3[nH]c4ccccc4c3CCN1C(=O)C(CC(=O)NCC13CC4CC(CC(C4)C1)C3)C[C@@H]2C(=O)N1CCCCC1 (stereo partly drawn) | -2 | 7 | 1 | 97 | -13 | 10 | -0.1 | -5 | -1.2 | 6
12 | Cc1ccc(-c2cc3nc(C)cc(N4CCN(C(=O)c5ccoc5)CC4)n3n2)cc1 | -2 | 6 | -3 | 99 | 1 | -3 | -0.2 | -3 | -1.1 | 5
13 | O=C(Cn1ccc(C(F)(F)F)n1)N=Nc1c(O)[nH]c2ccccc12 | 2 | -9 | -2 | 99 | -3 | -2 | -0.2 | -5 | -0.8 | 1
14 | COc1ccc(-c2noc3c2-c2nc(-c4ccccc4)sc2CC3)cc1 | -2 | -10 | -3 | 94 | -9 | 2 | -0.1 | -6 | -1.1 | 2
15 | CC(=O)c1ccc(C(=O)Nc2ccc3c(c2)C(=O)NC3=O)cc1 | 1 | 5 | 9 | 102 | 19 | -14 | -0.1 | -8 | 0.2 | 7
16 | Cc1cc2c(c(=O)n1C)C(C(C)C)C(C#N)=C(N)O2 (stereo not drawn) | -1 | 9 | -2 | 100 | -1 | -2 | 0.2 | . | -0.8 | -4
17 | c1ccc2c(CSc3ncnc4nc[nH]c34)cccc2c1 | -2 | 0 | 2 | 98 | -9 | 2 | 1.0 | -3 | -0.8 | 9
18 | CC(=O)C1CCC2C3CC(C)C4=CC(=O)CCC4(C)C3C(=O)CC12C (stereo not drawn) | 1 | 3 | 6 | 99 | 6 | -7 | -0.2 | -5 | -1.4 | 8
19 | O=C(/C=C/c1ccco1)Nc1ccc(Oc2ccccc2)cc1 | 12 | -12 | . | 99 | -25 | -7 | -0.3 | . | -2.2 | -8
20 | COc1ccc(CCNC(=O)COc2ccc(S(=O)(=O)N3CCCC3)cc2)cc1 | 3 | 0 | 0 | 106 | 10 | 2 | -0.2 | -10 | -2.0 | -1
21 | Cc1cccc(C)c1NC(=O)COC(=O)c1ccccc1[N+](=O)[O-] | 1 | 4 | 10 | 96 | -3 | 1 | -0.2 | -2 | -2.1 | -1
22 | Cn1c(=O)[nH]c(=O)c2c1nc(NCCCn1ccnc1)n2Cc1ccccc1 | -1 | -4 | 8 | 108 | 4 | 2 | -0.3 | -1 | -0.3 | 3
23 | O=C(NCCNC(=O)c1cc(Cl)ccc1Cl)c1ccco1 | 0 | 6 | -3 | 100 | 2 | 4 | 0.0 | -3 | -0.5 | 6
24 | COc1ccc(N2CCN(S(=O)(=O)c3c(C)[nH]c(C)c3C(=O)N3CCCCC3)CC2)cc1 | -1 | -5 | 13 | 99 | -2 | 2 | 1.4 | -5 | -1.1 | 0
25 | COc1ccc(CNC(=O)C2CCCN(S(=O)(=O)c3ccccc3)C2)cc1 (stereo not drawn) | -3 | 7 | -4 | 90 | 5 | 7 | 0.5 | -2 | -2.3 | 5
26 | O=C(CCNC(=O)c1ccco1)NCCc1c[nH]c2ccccc12 | 0 | 7 | 25 | 100 | 1 | 1 | 0.0 | -9 | -0.1 | 3
27 | Cc1ccc(S(=O)(=O)N2C[C@H]3N(C(=O)OC(C)C)N(C(=O)OC(C)C)C[C@H](OC(=O)NC4CC4)[C@@]3(O)C2)cc1 | 1 | 8 | -3 | 99 | 7 | -6 | 0.0 | -6 | -1.2 | 1
28 | CSc1oc(-c2ccccc2)nc1S(=O)(=O)c1ccc(F)cc1 | -1 | 9 | -5 | 103 | -1 | 4 | -0.1 | -9 | 3.1 | -3
29 | CN(C)CC(C)(C)CNC(=O)CC1C(=O)NCCN1Cc1ccc(-c2ccccc2)cc1 (stereo not drawn) | 0 | 2 | 1 | 92 | 3 | 6 | 0.1 | 2 | -0.7 | -6
30 | Cc1nn(C)cc1C(=O)Nc1c(C)nn(Cc2ccccc2Cl)c1C | 0 | 1 | 1 | 85 | 2 | 0 | 0.2 | -10 | -0.2 | 1
31 | Cc1ccc(NC(=O)c2cc(S(=O)(=O)NCCC3=CCCCC3)ccc2F)cc1F | -7 | 12 | -17 | 96 | -15 | 4 | 2.9 | -5 | -0.6 | -2
32 | COc1cc2nc(SCc3ccc(F)cc3)n(Cc3cccs3)c(=N)c2cc1OC | -3 | -9 | -4 | 102 | -4 | 4 | -0.2 | -4 | 2.0 | -7
33 | C#CCN(C(=O)c1ccc(OC2CCN(Cc3ccccn3)CC2)cc1)C1CCCCC1 | -3 | 0 | 1 | 99 | -3 | -6 | 0.6 | -7 | -1.6 | -3
34 | CCCOC(=O)C1=C(C)NC2=C(C(=O)CC(C)(C)C2)C1c1cccnc1 (stereo not drawn) | 1 | 7 | -9 | 95 | -8 | 13 | 0.3 | -3 | -0.6 | 1
35 | O=C(CSc1ccccc1C(=O)O)Nc1ccc2c(c1)OCO2 | 0 | 5 | -2 | 99 | -2 | -6 | -0.3 | -5 | -1.9 | -8
36 | O=C1CCC(/C=C/c2ccccc2)=NN1 | 1 | 13 | 9 | 100 | 0 | 3 | -0.3 | 9 | -0.8 | -2
37 | COc1cc(C(=O)NCCOc2ccc(F)cc2)c(Br)c(OC)c1OC | -1 | 14 | 18 | 93 | 5 | 7 | 0.4 | -14 | 2.4 | -3
38 | O=C(O)C1CC(c2cccc(Br)c2)=NO1 (stereo not drawn) | 3 | 3 | -4 | 98 | 16 | -6 | -0.1 | -5 | -0.6 | 0
39 | O=C(Nc1ccc(N2C(=O)C3CCCCC3C2=O)cc1Cl)c1cccs1 (stereo not drawn) | 1 | 5 | -2 | 99 | -3 | 9 | 0.0 | 1 | -1.5 | 1
40 | O=C(O/N=C/c1ccc(Cl)cc1)C1CCCCC1 | 2 | 2 | -6 | 93 | 2 | 8 | 0.3 | -4 | 1.4 | -1
41 | CCCCCN(C(=O)CCC(=O)OCC(=O)NCc1cccc(OC)c1)c1c(N)n(CCCC)c(=O)[nH]c1=O | 2 | -2 | 5 | 96 | 0 | -1 | 0.3 | -4 | -3.8 | 3
42 | COc1ccc(CC2(CO)CCN(Cc3ccc(NC(C)=O)cc3)CC2)cc1 | -1 | -2 | -1 | 101 | -6 | 2 | -0.1 | -4 | -1.5 | 3
43 | CCc1ccccc1NC(=O)C(Cc1ccccc1)c1nn[nH]n1 (stereo not drawn) | -1 | 2 | -6 | 97 | -3 | 8 | 0.1 | -20 | -2.4 | -2
44 | CCC1=C(c2ccc(C)cc2)S(=O)(=O)N=C1N1CCC(C(=O)NCCCN2CCCCC2)CC1 | 1 | 5 | 3 | 99 | 4 | 12 | -0.3 | -6 | -2.0 | -7
45 | NC(=O)CSc1nc2ccccc2c(=O)n1CCc1ccccc1 | 0 | -3 | -6 | 97 | 10 | -20 | 0.2 | -4 | 0.9 | -1
46 | Cn1c(=O)c2c(nc(NCc3ccco3)n2C/C=C/c2ccccc2)n(C)c1=O | -13 | -22 | . | 100 | -29 | -15 | 2.6 | -7 | 0.1 | 8
